Source: PubChem BioAssay (several laboratories)
Tn6 DDE FP = inhibitors of Tn6 peptide binding to fibrin DD(E), primary screen, biochemical, fluorescence polarization, human fibrin, Tn6 probe; Fibrin DD(E) TRITC-Tn6 fluorescence polarization displacement; hit rate 0.21% among 370,000; inhibition, % at 8.3 µM;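 active = inhibition above a per-campaign cutoff: mean of compounds within control limits plus 3 SD, cut at about 15% in these data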;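 also: 0% = median of all compound wells on the plate and 100% = blocking peptide control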
ARFGAP1 inhibitor = inhibitors of rat ARFGAP1 GAP activity, primary screen, biochemical, fluorescence polarization, GDP tracer; ADP-ribosylation factor GTPase-activating protein 1 (Rattus norvegicus), Q62848; Arfgap1-stimulated ARF1 GTP hydrolysis, GDP FP detection; inhibition, % at 16.5 µM; hit rate 0.26% among 360,000; AID 651572, 2012;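 active = inhibition above a per-plate limit, mean inhibition of low control wells plus 3 SD, cut at about 25% in these data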;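 also: 0% = DMSO wells with enzyme and 100% = wells lacking Arfgap1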
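system = rat Arfgap1 catalytic domain, aa 1-136 | technique = FP, GDP Alexa 633 tracer displaced from anti-GDP antibody, 620/688 nm | compound = one concentration, 16.5 µM, DMSO 1.26% | medium = HEPES-based buffer, pH 7.5 | timing = compound-enzyme preincubation 20 min, reaction 120 min, detection 60 min, 25 °C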
PLCg1 inh = PLC-gamma1 enzyme inhibitors, primary screen, biochemical, fluorescence, purified enzyme. 1-phosphatidylinositol 4,5-bisphosphate phosphodiesterase gamma-1 (Homo sapiens), P19174. fluorogenic substrate. inhibition, % at 12.2 µM. hit rate 0.84% among 370,000. AID 720700, 2013; in the data active = inhibition above about 9.5%
DDE Tn7 FP inh = inhibitors of Tn7 peptide binding to fibrin DD(E), primary screen, biochemical, fluorescence polarization, human fibrin, Tn7 probe. Fibrinogen beta chain (Homo sapiens), P02675. FP displacement of FITC-Tn7 peptide from fibrin DD(E); 0% = median of compound wells per plate. inhibition, % at 8.3 µM. hit rate 0.13% among 370,000. AID 720508, 2013;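 active = inhibition above the mean of compounds falling within the control limits plus 3 SD of them, cut at about 14% in these data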;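 also: 0% = plate median of compound wells and 100% = 10 µM Aha-Tn7 peptide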
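system = human fibrin DD(E) protein | quantity = DD(E) 2 µM final | medium = Tris/NaCl/CaCl2 buffer, pH 7.8 | also added = labelled Tn7 tracer, 0.1 µM | compound dosing = single point at 8.3 µM | timing = compound with protein 10 min, then 3 h after probe, room temperature | signal = FP measurement | benchmarks = Aha-Tn7 high control | repeats = one replicate per compound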
UHRF1 MBD2 ctr = UHRF1 methylated DNA binding inhibitors, primary screen, counter-screen for MBD2 inhibitor project, biochemical, TR-FRET, human UHRF1, single concentration | E3 ubiquitin-protein ligase UHRF1 (Homo sapiens), Q96T88 | UHRF1 binding to methylated oligo | inhibition, % at 4.4 µM | hit rate 0.75% among 370,000 | AID 687016, 2013; in the data active = inhibition above about 21%;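 also: UHRF1 SRA domain binding a hemimethylated CpG hairpin DNA probe; 0% = median of test compound wells and 100% = reference inhibitor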
Target sequence (Q96T88 whole entry, looked up, the tested form may be a part): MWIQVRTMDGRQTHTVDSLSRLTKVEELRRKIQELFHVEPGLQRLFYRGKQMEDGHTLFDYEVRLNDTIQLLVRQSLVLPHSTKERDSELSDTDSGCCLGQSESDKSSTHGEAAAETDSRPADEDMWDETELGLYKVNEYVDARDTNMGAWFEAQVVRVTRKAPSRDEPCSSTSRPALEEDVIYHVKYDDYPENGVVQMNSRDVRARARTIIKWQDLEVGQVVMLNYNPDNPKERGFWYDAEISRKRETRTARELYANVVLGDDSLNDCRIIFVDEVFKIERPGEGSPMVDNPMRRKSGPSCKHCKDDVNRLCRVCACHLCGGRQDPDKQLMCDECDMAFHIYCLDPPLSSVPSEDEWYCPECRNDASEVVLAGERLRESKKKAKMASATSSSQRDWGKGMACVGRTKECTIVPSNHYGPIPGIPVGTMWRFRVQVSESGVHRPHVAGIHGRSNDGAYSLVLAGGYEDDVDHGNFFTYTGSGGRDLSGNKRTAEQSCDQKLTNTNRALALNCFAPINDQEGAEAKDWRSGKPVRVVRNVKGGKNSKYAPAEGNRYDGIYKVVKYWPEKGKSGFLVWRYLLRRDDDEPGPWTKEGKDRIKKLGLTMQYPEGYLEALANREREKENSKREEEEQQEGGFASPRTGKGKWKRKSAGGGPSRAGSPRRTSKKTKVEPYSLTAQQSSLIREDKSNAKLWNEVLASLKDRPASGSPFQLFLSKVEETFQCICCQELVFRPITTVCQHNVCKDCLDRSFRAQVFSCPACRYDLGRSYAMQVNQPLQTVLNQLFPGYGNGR
ASAP1 GAP inh = inhibitors of human ASAP1 ArfGAP activity, primary screen, biochemical, fluorescence polarization; inhibition, % at 16.5 µM; ASAP1-stimulated ARF1 GTP hydrolysis, GDP FP detection; hit rate 0.19% among 360,000; Arf-GAP with SH3 domain, ANK repeat and PH domain-containing protein 1 (Homo sapiens), …; AID 624377, 2012; in the data active = inhibition above about 25%;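 also: 0% = vehicle with enzyme and substrate and 100% = no enzyme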
PLCb3 inh = human PLC-beta3 inhibitors, primary screen, biochemical, fluorescence; 1-phosphatidylinositol 4,5-bisphosphate phosphodiesterase beta-3 (Homo sapiens), Q01970; Purified PLC-beta3, fluorogenic substrate; inhibition, % at 12.2 µM; hit rate 0.18% among 370,000; AID 720704, 2013; in the data active = inhibition above about 11%;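 also: 0% = median of compound wells on plate and 100% = full blocker control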
KLK7 zymogen act = proKLK7 zymogen activators, primary screen, biochemical, fluorescence intensity | Kallikrein-7 (Homo sapiens), P49862 | purified proKLK7, EDANS-DABCYL substrate fluorescence; 100% is mature enzyme control, 0% vehicle | activation, % at 7 µM | hit rate 0.9% among 370,000 | AID 652039, 2013;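 active = activation above the mean of all tested compounds plus 3 SD, computed per campaign excluding outliers beyond control limits, cut at about 13% in these data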
Target sequence (P49862 whole entry, looked up): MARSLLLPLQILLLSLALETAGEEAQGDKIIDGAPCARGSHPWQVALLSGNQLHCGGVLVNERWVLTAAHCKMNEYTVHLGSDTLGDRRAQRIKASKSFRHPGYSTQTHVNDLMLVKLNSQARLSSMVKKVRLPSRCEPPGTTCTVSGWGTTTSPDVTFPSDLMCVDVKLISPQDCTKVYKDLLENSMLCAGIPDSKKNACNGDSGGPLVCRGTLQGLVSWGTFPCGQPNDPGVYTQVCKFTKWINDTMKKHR
sPLA2-III inh = human group III sPLA2 inhibitors, primary screen, biochemical, QFRET, BODIPY PC-A2 liposome substrate; Group 3 secretory phospholipase A2 (Homo sapiens), Q9NZ20; QFRET BODIPY PC-A2 liposome hydrolysis, fluorescence; inhibition, % at 12.2 µM; hit rate 0.56% among 370,000;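 active = inhibition above mean plus 3 SD of compounds lying within the high and low control bounds, cut at about 19% in these data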;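 also: 0% = median of test compound wells and 100% = no enzyme DMSO wells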
Rev-erbA mod = modulators of Rev-erb alpha DNA binding, primary screen, biochemical, FITC-DNA, fluorescence polarization, uHTS; Nuclear receptor subfamily 1 group D member 1 (Homo sapiens), P20393; Rev-erbα–FITC-DNA binding, 90 min; activity, % at 10 µM; hit rate 0.79% among 370,000; AID 1259318, 2017;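 active = activity above about 14%, limit read from the data; passing the limit was not always enough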;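 also: 0% = DMSO wells with 35 nM protein and 100% = DMSO wells with 750 nM protein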
* = called active by the depositor.

The first two compounds as a preview:
Under each structure – Rev-erbA mod	KLK7 zymogen act	PLCg1 inh	UHRF1 MBD2 ctr	ARFGAP1 inhibitor	ASAP1 GAP inh	Tn6 DDE FP	PLCb3 inh	sPLA2-III inh	DDE Tn7 FP inh
- CNC(=S)NNC(=O)c1sccc1OCc1ccc(C)cc1
 : 1.2	-0.5	2.5	4.8	16.5	1.3	0.7	3.3	18.2	2.3
- CN(C)CCNc1c2c(nc3nnnn13)CCCC2
 : 1.9	0.5	0.1	-2.5	13.5	-22.1	2.9	-4.9	0.3	-1.2

Results (from the top)
Under each structure – Rev-erbA mod	KLK7 zymogen act	PLCg1 inh	UHRF1 MBD2 ctr	ARFGAP1 inhibitor	ASAP1 GAP inh	Tn6 DDE FP	PLCb3 inh	sPLA2-III inh	DDE Tn7 FP inh
- CNC(=S)NNC(=O)c1sccc1OCc1ccc(C)cc1
 : 1.2	-0.5	2.5	4.8	16.5	1.3	0.7	3.3	18.2	2.3
- CN(C)CCNc1c2c(nc3nnnn13)CCCC2
 : 1.9	0.5	0.1	-2.5	13.5	-22.1	2.9	-4.9	0.3	-1.2
- CC(=O)C1=C(O)C(=O)N(CCc2c[nH]c3ccccc23)C1c1ccc(C)cc1 (configuration not stated)
 : 0.4	-0.4	-3.7	-4.2	-4.8	4.4	3.4	-3.6	-19.1	5.6
- Cc1nn(-c2ccccc2)c(C)c1C(=O)OCC(=O)NC(=O)NC1CCCCC1
 : -0.8	0.5	4.0	-4.8	0.4	-2.2	5.1	-1.4	-23.4	-3.3
- CCOc1cc(C(=S)N2CCOCC2)ccc1O
 : 0.3	0.0	1.2	2.8	-5.7	6.3	-3.2	2.0	5.8	1.3
- O=C(CSC(=S)N1CCCC1)c1cc(Br)cc(Br)c1O
 : 0.6	0.6	-7.2	1.7	-15.0	-8.7	6.1	-4.4	-7.5	-2.0
- Cc1ccc2ncccc2c1NS(=O)(=O)c1ccccc1
 : 1.3	-0.3	-3.5	-2.1	-13.1	1.7	-9.0	-2.9	2.6	2.2
- CCc1nnc(SCc2ccc(C(=O)OC)o2)n1N
 : -1.9	0.0	5.8	3.0	-9.7	-8.7	4.5	3.6	5.2	6.7
- CCC(NC(=O)c1ccc(C#CC2(O)CCCCC2)cc1)C(=O)O (configuration not stated)
 : 1.1	0.9	-0.7	0.2	-10.3	2.9	1.4	2.9	-5.7	9.0
- Cc1c(NC(=O)c2ccc(N3CCCC3)c([N+](=O)[O-])c2)cccc1-c1nc2ccccc2s1
 : 4.5	-0.1	0.4	1.3	11.8	3.5	6.0	0.9	0.7	4.6
- NC(=O)c1ccc(Sc2nnc(-c3cccs3)n2CC2CCCO2)c([N+](=O)[O-])c1 (configuration not stated)
 : 4.9	-0.1	2.9	-3.4	3.0	-4.0	-5.6	0.9	-3.1	-2.3
- CCOc1ccc(NC(=O)CN(C)C(=O)c2cccc(S(=O)(=O)N3CCN(C)CC3)c2)cc1OCC
 : -1.6	0.7	-2.3	-2.9	-9.6	4.4	-2.3	-4.2	-3.0	-8.9
- Cn1c(=O)c2c(ncn2CCN(CCO)Cc2ccccc2)n(C)c1=O
 : 1.4	-0.3	-1.8	1.7	4.7	-10.1	-3.1	1.7	-0.5	-4.2
- COc1ccc(OC)c(Nc2nc(NCc3ccco3)nc(N)c2[N+](=O)[O-])c1
 : 2.0	0.1	-0.8	1.9	2.5	7.5	-8.5	-5.3	1.3	9.3
- S=C(Nc1ccccc1)N1CCCCCCC1
 : -4.2	0.0	-1.2	1.8	-3.1	8.6	-0.3	2.6	5.6	-4.7
- CC(=O)c1c(C)[nH]c(C(=O)OCC(=O)Nc2c(C)cccc2C)c1C
 : 5.2	-0.6	1.9	2.3	-3.7	4.0	-3.8	-2.5	1.9	-2.0
- CCC(=O)N1CCc2cc(Br)cc(S(=O)(=O)NCCCN(CC)Cc3ccccc3)c21
 : 1.2	-0.1	-0.6	1.4	8.1	0.0	5.5	-2.2	-9.0	-1.1
- COc1ccc([C@H]2C[C@@H](n3cc(COC(=O)c4ccccc4)nn3)[C@H](O)CN2CC2CCCCC2)cc1
 : -0.3	0.7	-1.6	0.0	2.2	11.3	-5.4	0.7	-1.7	-4.7
- O=C(CN1C(=O)NC(Cc2c[nH]c3ccccc23)C1=O)Nc1cccc(S(=O)(=O)N2CCCC2)c1 (configuration not stated)
 : -0.3	1.3	0.0	0.2	4.5	-8.0	-0.1	-5.2	-110.7	-4.0
- O=C(O)c1ccc(Sc2nnc3ccccn23)c([N+](=O)[O-])c1
 : -4.0	-0.1	1.7	1.2	-0.1	-8.1	0.6	-5.3	1.9	6.0
- CCC(=O)NC(=S)Nc1cccc(NC(=O)c2ccc(Cl)cc2Cl)c1
 : 5.5	-0.2	-0.1	1.9	2.0	-1.1	-5.8	-1.0	-1.5	-6.9
- COC(=O)C[C@@H]1C[C@@H]2c3cc(NS(=O)(=O)c4ccccc4)ccc3O[C@@H]2[C@@H](CO)O1
 : 5.5	0.6	-2.1	1.9	7.5	5.2	4.3	-1.4	0.5	2.4
- CCCC(c1nnnn1C(C)(C)C)N1CCN(C(=O)c2ccco2)CC1 (configuration not stated)
 : 0.8	-0.6	0.9	3.4	7.4	0.7	11.1	1.0	0.3	-6.9
- Cc1ccc(C2CCN(C(=S)NC3CCCCC3)C2)cc1 (configuration not stated)
 : -4.7	-0.2	-0.1	0.1	3.5	-11.9	11.4	-6.4	14.2	2.5
- COc1cc(C(=O)NC(C)c2ccc(S(N)(=O)=O)cc2)ccc1OCC(=O)N1CCOCC1 (configuration not stated)
 : -0.2	0.4	2.1	-2.6	5.7	-5.8	-2.4	-5.0	-1.8	-7.4
- CN(C)S(=O)(=O)c1cccc(NC(=O)CCc2nc3cc(S(=O)(=O)N4CCOCC4)ccc3n2C)c1
 : -2.5	-0.9	-8.3	-1.7	-0.7	-4.8	-1.6	-20.8	-8.3	5.4
- O=C(NCc1ccccc1)NCC12CC3CC(CC(C3)C1)C2
 : -0.4	-0.1	3.9	2.7	-9.3	-2.1	-5.8	-0.8	4.9	3.3
- Cc1ccc(C)c(OCC(=O)N(C)CC(=O)Nc2ccc(Cl)c(C(F)(F)F)c2)c1
 : -2.1	0.3	6.2	-0.9	6.1	-1.4	-1.1	-1.6	-17.4	-10.8
- CCOC(=O)CC(C)(C)/C(C)=N/Nc1ccc([N+](=O)[O-])cc1[N+](=O)[O-]
 : 8.4	-0.6	3.4	1.9	-1.3	0.5	-6.2	2.3	5.1	0.8
- Cc1nc(NC(=O)/C=C/c2ccccc2)sc1C(=O)Nc1ccccc1
 : 3.5	-8.9	-4.4	-3.4	7.4	-0.9	-0.6	-6.8	2.5	-1.8
- COC(=O)c1c(C(=O)OC)c(-c2ccc(Br)cc2)n2c1CS(=O)C2 (configuration not stated)
 : -2.4	0.2	1.2	3.7	14.7	8.7	-1.6	-7.2	0.6	-2.2
- O=C(N/C(=C/c1cccc(Br)c1)C(=O)N1CCOCC1)c1ccco1
 : -4.4	-0.8	-1.5	-1.8	-9.3	5.5	2.4	0.7	-3.1	-3.3
- CCc1ccc(C(=O)Nc2ccc3nc(C)ccc3c2)cc1
 : 1.6	0.7	-5.7	3.9	7.6	6.5	-8.2	-16.2	9.3	-1.3
- c1ccc(-n2nnnc2Oc2ccc(-n3ccnc3)cc2)cc1
 : 5.7	0.0	3.3	-5.3	10.7	-6.1	1.6	4.7	-0.3	-2.3
- O=C1c2ccccc2-c2cccc(C(=O)N3CCCCCC3)c21
 : -1.8	0.6	-2.8	0.6	12.9	-4.6	1.4	0.3	2.3	-3.4
- Cn1c(SCC(=O)O)nnc1-c1ccc2ncccc2c1
 : 3.5	0.1	-0.1	-1.9	1.1	3.5	-1.0	-3.6	-6.8	-8.1
- COc1ccc(Cl)cc1NC(=O)COC(=O)Cc1cc(OC)c(OC)c(OC)c1
 : -4.4	-0.2	-2.8	-0.3	16.4	7.6	-0.7	0.1	-5.9	-2.9
- COc1ccc(NC(=O)CC2C(=O)Nc3ccccc3N2CC(=O)N2CCCC2)cc1 (configuration not stated)
 : 2.7	1.3	-28.1	-2.8	4.4	3.8	-6.4	-43.2	-11.5	0.6
- CCCSc1nc2c(c(=O)[nH]c(=O)n2C)n1CCc1ccccc1
 : -2.8	-0.3	1.2	4.2	-0.5	-5.6	7.1	-1.1	0.2	1.7
- CC(=O)Nc1ccc(S(=O)(=O)Nc2nnc(C(C)C)s2)cc1
 : -7.2	-0.2	1.1	-1.2	-2.9	-0.2	1.5	1.5	-8.7	7.7
- CSc1nnc(CNC(=O)c2ccccc2)n1-c1cccc(C)c1
 : 8.4	-0.1	0.9	3.4	-14.1	-12.3	-4.9	3.4	6.9	-1.6
- Cc1cccc(OCC(=O)Nc2cccc(-c3nnc(-c4ccccc4)o3)c2)c1C
 : -2.6	0.1	0.2	-2.1	2.5	-12.7	3.3	0.4	-7.3	5.0
- C(=N\Nc1ccccn1)/c1c[nH]c2ccccc12
 : -6.9	-0.2	-6.6	-2.0	4.5	1.3	-4.5	-16.6	1.0	-4.4
- N#Cc1cccc(NC(=O)CN2CCCCCC2)c1
 : 6.1	-0.2	0.7	1.7	6.3	-19.4	-8.2	-3.3	-4.5	-0.9
- O=C1[C@H]2[C@@H](c3ccc(C(F)(F)F)cc3)N[C@]3(CCCN(Cc4ccc(C(F)(F)F)cc4)C3=O)[C@H]2C(=O)N1Cc1ccccc1
 : -0.2	0.1	1.3	0.6	11.1	4.8	-5.1	4.0	-8.0	7.3
- COc1ccc(NC(=O)c2c(C)nn(Cc3ccccc3)c2Cl)cc1S(=O)(=O)N1CCOCC1
 : 2.4	0.2	1.0	-1.1	6.6	13.7	-1.3	1.0	-3.3	-4.6
- O=C(Oc1cccc([N+](=O)[O-])c1)c1cc(-c2ccccc2)nc2ccccc12
 : 4.2	-0.1	-3.7	3.7	-6.7	12.5	1.4	2.8	3.5	2.3
- CCc1nc(CNC(=O)C2CCC(=O)N(CCc3cccc(F)c3)C2)no1 (configuration not stated)
 : 7.2	0.1	-0.7	-1.0	15.0	-6.2	2.7	-7.9	2.5	4.9
